# Assay outcomes: PubChem BioAssay, several laboratories
# CRFR2-BP ag – CRF-BP/CRF-R2 complex agonism; HEK293 CRF-R2/CRF-BP, calcium dye fluorescence (FLIPR); percent of saturating CRF peptide response; activation, % at 13.2 µM; hit rate 0.46% among 350,000; AID 588473;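 active = activation of at least 50%, plus an integration ratio under a set limit after plate pattern correction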;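 also: plate controls were neutral control wells without compound for no effect and CRF at EC100 for full effect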
# GalR3 antagonist – antagonists of human GalR3. O60755. HEK293 GalR3-CNG cAMP membrane potential fluorescence; galR3 body fused to GalR1 C-terminus. inhibition, % at 3 µM. hit rate 0.44% among 360,000;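 active = inhibition above the screen-wide average plus 3 SD, cut at about 13% in these data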;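 also: forskolin and galanin both at EC90 stimulate the cells; cAMP rise reported by CNG channel membrane potential dye signal; 0% = forskolin plus galanin with DMSO and 100% = forskolin alone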
# Target sequence (O60755 1-299 limits assumed): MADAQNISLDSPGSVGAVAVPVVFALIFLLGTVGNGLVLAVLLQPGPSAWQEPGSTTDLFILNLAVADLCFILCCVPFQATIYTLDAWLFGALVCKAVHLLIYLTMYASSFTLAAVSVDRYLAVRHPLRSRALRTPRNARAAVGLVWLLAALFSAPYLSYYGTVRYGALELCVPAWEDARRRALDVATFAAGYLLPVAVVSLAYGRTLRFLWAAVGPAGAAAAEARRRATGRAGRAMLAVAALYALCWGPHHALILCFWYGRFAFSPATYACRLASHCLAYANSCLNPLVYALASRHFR
# CRFR2-BP antag – blocks CRF-induced signaling of the CRF-BP/CRF-R2 complex; inhibition, % at 11.8 µM; HEK293 CRF-R2/CRF-BP, CRF-induced calcium fluorescence; hit rate 0.59% among 350,000;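 active = inhibition of the ligand-induced calcium signal above about 50% at the single tested concentration, limit read from the data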
# Starred values were filed as active, the others as inactive. An excerpt (hit frequency here may not be typical).
CRFR2-BP ag,GalR3 antagonist,CRFR2-BP antag,compound
-2.0,-5,4,COc1cccc(NC(=O)Cc2csc(NC(=O)Nc3ccccc3OC)n2)c1
-0.5,-7,-4,O=C(NCc1ccccc1CN1CCCC1)c1cc2ccccc2o1
-3.4,-3,11,C=CCn1c(C)cc(C(=O)CSc2nnc3n(CCC)c(=O)c4ccccc4n23)c1C
-1.1,-4,0,Cc1ccc(-c2nn(-c3ccccc3Cl)cc2C(=O)NCC2CCCO2)cc1 (centres undefined)
0.1,-3,-2,CC(=O)N/C(=C\c1ccccc1)C(=O)OCC(=O)N(CC(C)C)c1c(N)n(Cc2ccccc2)c(=O)[nH]c1=O
-3.4,-11,5,c1ccc(-c2cc3cc4c(cc3cn2)OCO4)cc1
-0.3,-6,49,COCC(=O)N1CCC2CC1c1cc(Cl)ccc12 (centres undefined)
0.3,-2,-3,O=C(CCNC(=O)c1ccccc1)NC1CCCc2ccccc21 (centres undefined)
7.0,-5,30,CC[C@H](C)[C@@H](C(=O)NCCCCCCCCCCC(=O)N1CCN(C(=O)OC(C)(C)C)CC1)n1cc(CCCCCNC(=O)OC(C)(C)C)nn1
0.4,-2,0,CN(CC(=O)Nc1ccccc1Cl)CC(=O)Nc1sc2c(c1C(N)=O)CCC2
-0.3,-1,-4,COc1ccc(NC(=O)CN(C)C(=O)C2CC(=O)N(CCc3ccc(OC)c(OC)c3)C2)cc1 (centres undefined)
-0.6,-3,3,COc1ccc(C(=O)NCCS(=O)(=O)NC2CCCC2)cc1
-0.3,-1,-21,CC1CCN(S(=O)(=O)c2ccc(C(=O)Nc3ccccn3)cc2)CC1
1.5,-6,-5,CC1(c2ccccc2Cl)NC(=O)N(CC(=O)Nc2ccc(N3CCOCC3)cc2)C1=O (centres undefined)
0.5,-9,1,CC(=O)Nc1ccc(N2CCOCC2)c(S(=O)(=O)Nc2ccccc2Cl)c1
-0.3,-2,1,COCCN(C(=O)CSc1nc(-c2ccccc2)cn1N)c1c(N)n(Cc2ccccc2)c(=O)[nH]c1=O
-0.6,-6,8,CCc1ccc(C(=O)NCC2(c3ccccc3)CCOCC2)o1
0.6,-2,-12,COc1ccc(S(=O)(=O)N2CCOCC2)cc1NC(=O)COC(=O)c1[nH]c(C)c(C(C)=O)c1C
2.6,-2,2,Cc1ccc(N(Cc2ccccc2)C(=O)Cc2ccc(S(=O)(=O)N3CCOCC3)s2)cc1
-4.1,-2,18,CCc1ccc(Nc2ccc3nonc3c2[N+](=O)[O-])cc1
-1.0,-4,3,C/C(=N\OCC(=O)OCC(=O)NCc1ccccc1)c1ccc2c(c1)OCO2
-0.6,-6,0,O=C(NCC(=O)N1CCCCCCC1)c1ccccc1Cl
15,-7,27,O=C1NC(=S)SC1=Cc1ccc(Cl)cc1
-1.3,1,8,O=S1OC(c2ccccc2)c2cc(Cl)ccc21 (centres undefined)
-0.6,1,-8,Cc1onc(-c2ccccc2)c1C(=O)Nc1cccc(S(=O)(=O)N2CCCCC2)c1
-1.4,-1,3,Cc1ccc(S(=O)(=O)NCc2ccccc2)cc1C(=O)N(C)CC(=O)Nc1ccccc1Br
-0.9,-5,10,COc1ccc(C(=O)NNC(=O)COc2ccc(Cl)cc2C)cc1S(=O)(=O)N1CCOCC1
-0.8,-5,2,O=[N+]([O-])c1cccc(-c2ccc3nnc(SCc4cccnc4)n3n2)c1
0.5,-4,7,CCOc1ncccc1C(=O)Nc1cc(S(=O)(=O)N2CCCCC2)ccc1C
2.5,-4,10,O=C(c1cccc(S(=O)(=O)NCc2ccc3c(c2)OCO3)c1)N1CCCC1
0.4,-8,3,CC(=O)N1CCN(S(=O)(=O)c2cccc(C(=O)N3CCN(S(=O)(=O)c4c(C)c(C)cc(C)c4C)CC3)c2)CC1
0.2,-3,9,CCN(C(=O)COC(=O)C12CC3CC(CC(NC(C)=O)(C3)C1)C2)C1CCCCC1
-0.6,-2,2,Cc1ccc2nc(SCC(=O)OCc3ccccc3)nc(=O)n2c1
-1.1,-6,-9,CC(C)(C)OC(=O)C[C@@H]1C/C=C\C[C@@H](CC(=O)NCCO)C(=O)N[C@H](Cc2ccccc2)COC1=O
0.1,-3,0,O=C(CCNS(=O)(=O)c1ccccc1F)N1CCN(C(c2ccccc2)c2ccccc2)CC1
-2.1,-4,-1,CC(C)(C)C1CCC(C(=O)Nc2ccc(N3CCOCC3)cc2N2CCOCC2)CC1 (centres undefined)
1.5,-3,-9,Cc1cc(NC(=O)CSc2nc(=O)n3cc(Cl)ccc3n2)no1
1.5,-4,20,COc1cc(O)c(C=Nc2ccccc2NS(=O)(=O)c2ccc(C)cc2)c(OC)c1
-1.5,-8,-1,CCOC(=O)[C@H]1[C@H]2COc3cc(OC)ccc3[C@@H]2N2C(=O)CN(Cc3ccc(C)cc3)C(=O)[C@@]12C
-1.1,-3,-23,CCc1noc(C)c1C(=O)Nc1nc(-c2ccccc2)c(C(C)=O)s1
-0.2,-3,-5,Cc1cc(NC(=O)CN(C)CC(=O)Nc2ccc(Cl)cc2)no1
-3.2,-5,12,COCC#Cc1ccc2c(c1)O[C@@H](CN(C)S(=O)(=O)c1cccc(F)c1)[C@@H](C)CN([C@H](C)CO)S2(=O)=O
-1.8,5,5,CC(O)c1nc(C(C)O)n(CC(=O)c2ccccc2)n1 (centres undefined)
-0.6,1,-2,Cc1ccc(S(=O)(=O)N2CCN(C(=O)Cn3c(=O)cnc4ccccc43)CC2)c(C)c1
-0.4,-1,3,COc1ccc(-c2nc(SCC(=O)Nc3cccc(S(N)(=O)=O)c3)n[nH]2)cc1
0.5,4,3,CCCCN(C(=O)CSc1n[nH]c(-c2ccc(C)cc2)n1)c1c(N)n(CCCC)c(=O)[nH]c1=O
-1.2,-6,-2,S=C(NCCCN1CCN(CCCNC(=S)NC2CCCCC2)CC1)NC1CCCCC1
-8.1,-2,-11,O=C(OCC(=O)N1CCc2ccccc2C1)c1ccc(F)cc1Cl
1.8,-4,-7,CCN(CC)CCNC(=O)c1ccc(NC(=O)Cc2ccc(OC)c(S(=O)(=O)N3CCOCC3)c2)cc1
-0.9,1,3,O=C(CSc1nncs1)Nc1cccc2ccccc12
1.5,-4,10,Cn1c(SCC(=O)c2ccc(F)cc2)ncc(C(=O)Nc2ccccc2)c1=O
-0.8,-2,-5,CCN(CC)c1ccc(C(=O)NNC(=O)c2ccc3c(=O)n4c(nc3c2)CCC4)cc1
0.9,1,-4,O=C(CSc1ncnc2ccccc12)NC1CCS(=O)(=O)C1 (centres undefined)
-0.1,-7,4,O=C(O)c1cc(S(=O)(=O)Nc2cc(Cl)ccc2Oc2ccccc2)ccc1O
-1.2,1,-3,CC(=O)c1cccc(S(=O)(=O)NCCC(=O)NC2CCCCCC2)c1
3.1,-3,-7,COc1ccc(C(CNC(=O)c2ccc(NS(=O)(=O)c3ccc4c(c3)OCCO4)cc2)N(C)C)cc1 (centres undefined)

# Other results.
CRFR2-BP ag,GalR3 antagonist,CRFR2-BP antag,compound
0.8,-1,2,COc1ccccc1NC(=O)c1ccc(Cl)c(S(=O)(=O)NCc2ccco2)c1
1.4,3,-6,CSc1nc(O)c(C(c2ccccc2Cl)c2c(O)nc(SC)[nH]c2=O)c(=O)[nH]1
-1.3,-2,2,Cc1nnc(NC(=O)c2ccc(S(=O)(=O)N3CCCCC3)cc2)s1
-1.8,-2,7,O=C(Nc1ccccc1)OCCCCOC(=O)Nc1ccccc1
12,-5,12,C[C@H]1CN([C@@H](C)CO)S(=O)(=O)c2ccc(Br)cc2O[C@H]1CN(C)C(=O)Nc1ccccc1F
7.6,-6,-14,CN(Cc1ccc(OC(F)F)cc1)C(=O)c1ccc2c(=O)n3c(nc2c1)CCC3
-0.8,-3,-5,C[C@@H]1CN([C@@H](C)CO)S(=O)(=O)c2ccc(Br)cc2O[C@@H]1CN(C)C(=O)c1ccccn1
-0.3,-5,0,CCN(c1ccccc1)S(=O)(=O)c1ccc(C(=O)N(C)Cc2cccs2)cc1
-2.7,-1,-3,CCN(C[C@H]1N[C@@](CC)(C(=O)OC)[C@H]2C(=O)N(Cc3ccccc3)C(=O)[C@@H]12)C(=O)Nc1ccc(C)cc1
5.9,-3,47,COc1ccc(OC)c(NC(=O)COC(=O)CCCN=C2NS(=O)(=O)c3ccccc32)c1
-0.5,-6,4,O=C(NCC1CCCO1)c1cccc(S(=O)(=O)Nc2ccccc2Cl)c1 (centres undefined)
-3.1,0,-7,CN(CC(=O)Nc1ccc(F)cc1)CC(=O)N1CCc2ccccc21
-2.2,-6,-2,CCOC(=O)c1c(C)[nH]c(C)c1C(=O)COC(=O)c1ccc(S(=O)(=O)C(F)F)cc1
-1.2,-6,-7,CC(OC(=O)Cc1ccccc1F)C(=O)Nc1ccc(Cl)cn1 (centres undefined)
-1.8,-4,2,COc1cc(C[C@@H](C)[C@@H](C)Cc2ccc(O)c(OC)c2)ccc1O
-1.1,2,-9,CCN(CC(=O)NCc1ccc(Cl)cc1)C(=O)CSCC(=O)Nc1ccc(C)cc1
-1.7,-2,3,O=C(NCC(c1ccco1)N1CCOCC1)c1ccc(C(F)(F)F)cc1 (centres undefined)
1.3,-7,-18,COC(=O)[C@]1(C)N[C@H](CN(C)C(=O)Nc2ccc(C)cc2)[C@@H]2C(=O)N(Cc3ccccc3)C(=O)[C@@H]21
2.7,-4,1,O=C1CC(SC(=S)C2CCCC2=O)C(=O)N1 (centres undefined)
-1.6,-1,30,O=C(NCC(c1ccco1)N1CCOCC1)c1ccc(F)cc1 (centres undefined)
0.4,-1,-9,CC(C)(C)c1ccc(C(=O)NCCN2CCOCC2)cc1
-0.7,-5,-16,Cc1cccc(CCN2C(N(C)C)=NC[C@@H]2Cc2ccccc2)c1
0.7,-6,-1,CC(C)[C@H](NC(=O)c1cccc(CN(Cc2ccccc2)C(=O)/C=C/c2ccccc2)c1)C(=O)O
-3.2,2,3,c1ccc(CSc2nccc(-c3ccco3)n2)cc1
2.2,-6,-5,Cc1cccc(S(=O)(=O)Nc2cc(Cl)ccc2N2CCOCC2)c1
-1.5,-4,14,CN(C)C(=O)CCc1ccc2c3c([nH]c2c1)[C@]1(CCc2ccccc2)[C@@H](C(=O)N2CCCCC2)C[C@H](CC(=O)NCc2ccco2)C(=O)N1CC3
2.9,-7,24,CC12CCC(C(=O)CC1=O)C2(C)C (centres undefined)
-0.8,-5,1,CC1CCCCN1C(=O)COC(=O)CNC(=O)c1ccc(Cl)cc1Cl (centres undefined)
1.0,-2,-3,COc1ccccc1CCNS(=O)(=O)c1cc2c3c(c1)CCN3C(=O)CC2
-1.1,5,1,C#CCN(C[C@H]1[C@H](OC(=O)NCc2ccccc2)[C@H](OC(=O)NCc2ccccc2)C[C@H]2C(=O)N(c3ccccc3)C(=O)[C@@H]12)S(=O)(=O)c1ccc(C)cc1
-0.7,-2,7,COc1ccc(-c2nn(Cc3ccccc3)cc2C(=O)N2CCN(c3ncccn3)CC2)cc1
-0.3,-9,-7,C=CCOc1ccc2c3c(c(=O)oc2c1)CCCC3
0.6,-6,-2,COc1ccc(C(=O)OCC(=O)Nc2c(C)n(C)n(-c3ccccc3)c2=O)cc1
1.3,-3,-2,COc1cccc(NC(=O)COC(=O)c2ccc(C)c(S(=O)(=O)N3CCCCC3)c2)c1
2.7,-6,8,Cc1ccc(S(=O)(=O)NCC(=O)OCC(=O)N(C)C2CCS(=O)(=O)C2)cc1 (centres undefined)
0.3,-3,-2,CCC1(c2ccccc2)C(=O)N(C(=O)OC(C)(C)C)N1C(=O)OC(C)(C)C (centres undefined)
-1.2,2,38,CN(CC(=O)Nc1ccc(F)c(F)c1F)C(=O)CC1OC(=O)c2ccccc21 (centres undefined)
0.2,-3,-3,CSCCC(NC(=O)c1ccco1)C(=O)N1CC(C)OC(C)C1 (centres undefined)
-0.6,-6,6,CC(NC(=O)COC(=O)c1ccccc1F)C1CC2CCC1C2 (centres undefined)
0.8,-6,-13,COc1ccccc1CNC(=O)CN1C(=O)NC2(CCOc3ccccc32)C1=O (centres undefined)
0.5,-3,4,Cc1ccc(NC(=O)CN(C)CC(=O)N(CC(C)C)c2c(N)n(CC(C)C)c(=O)[nH]c2=O)c(C)c1
1.2,-4,-10,O=C(COC(=O)/C=C/c1ccccc1Cl)NCC1CCCO1 (centres undefined)

# Molecules above containing a tert-butyl group (five):
CRFR2-BP ag,GalR3 antagonist,CRFR2-BP antag,compound
7.0,-5,30,CC[C@H](C)[C@@H](C(=O)NCCCCCCCCCCC(=O)N1CCN(C(=O)OC(C)(C)C)CC1)n1cc(CCCCCNC(=O)OC(C)(C)C)nn1
-1.1,-6,-9,CC(C)(C)OC(=O)C[C@@H]1C/C=C\C[C@@H](CC(=O)NCCO)C(=O)N[C@H](Cc2ccccc2)COC1=O
-2.1,-4,-1,CC(C)(C)C1CCC(C(=O)Nc2ccc(N3CCOCC3)cc2N2CCOCC2)CC1 (centres undefined)
0.4,-1,-9,CC(C)(C)c1ccc(C(=O)NCCN2CCOCC2)cc1
0.3,-3,-2,CCC1(c2ccccc2)C(=O)N(C(=O)OC(C)(C)C)N1C(=O)OC(C)(C)C (centres undefined)

# Sorted by the number under CRFR2-BP antag (low to high): some entries from above.
CRFR2-BP ag,GalR3 antagonist,CRFR2-BP antag,compound
0.6,-6,-2,COc1ccc(C(=O)OCC(=O)Nc2c(C)n(C)n(-c3ccccc3)c2=O)cc1
0.5,-3,4,Cc1ccc(NC(=O)CN(C)CC(=O)N(CC(C)C)c2c(N)n(CC(C)C)c(=O)[nH]c2=O)c(C)c1
-0.6,-6,6,CC(NC(=O)COC(=O)c1ccccc1F)C1CC2CCC1C2 (centres undefined)
-1.2,2,38,CN(CC(=O)Nc1ccc(F)c(F)c1F)C(=O)CC1OC(=O)c2ccccc21 (centres undefined)
